TDP1 inh: blocks human tyrosyl-DNA phosphodiesterase 1; Q9NUW8; recombinant TDP1, AlphaScreen DNA substrate cleavage; Potency, µM (doses to about 130 µM), for the others: at the top dose activity change, negative = inhibition, most hits filed as inhibitors; 350,000 compounds, 0.28% hits; AID 485290; note: nearly all actives have a fitted effect of over 40% in size
Target sequence (Q9NUW8 whole entry, looked up): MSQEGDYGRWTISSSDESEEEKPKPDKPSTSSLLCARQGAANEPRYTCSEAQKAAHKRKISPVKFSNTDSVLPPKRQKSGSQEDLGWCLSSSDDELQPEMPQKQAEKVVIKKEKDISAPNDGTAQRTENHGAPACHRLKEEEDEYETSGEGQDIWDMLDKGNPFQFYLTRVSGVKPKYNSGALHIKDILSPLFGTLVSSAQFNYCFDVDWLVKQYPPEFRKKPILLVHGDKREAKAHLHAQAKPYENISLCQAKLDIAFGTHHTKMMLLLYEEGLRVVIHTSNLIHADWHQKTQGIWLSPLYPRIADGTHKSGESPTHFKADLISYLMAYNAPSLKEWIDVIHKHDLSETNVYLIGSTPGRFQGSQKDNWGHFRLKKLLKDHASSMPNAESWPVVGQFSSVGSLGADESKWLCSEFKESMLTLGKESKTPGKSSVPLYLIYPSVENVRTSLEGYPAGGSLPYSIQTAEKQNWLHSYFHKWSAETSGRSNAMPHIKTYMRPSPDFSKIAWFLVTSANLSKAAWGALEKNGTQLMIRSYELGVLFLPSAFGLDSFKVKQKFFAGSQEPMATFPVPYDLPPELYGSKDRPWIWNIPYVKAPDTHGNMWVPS
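Recombinant human Tdp1 (E. coli-expressed, 1 nM final) preincubated with compounds 15 min at room temperature, then 5'-biotin/3'-phosphotyrosine-FITC DNA substrate (15 nM final) added for 5 min. AlphaScreen beads (10 ug/ml final) added 10 min; cleavage lowers signal.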
TDP1 cell noCPT: qHTS for Inhibitors of human tyrosyl-DNA phosphodiesterase 1 (TDP1): qHTS in cells in absence of CPT; Potency, µM (highest dose often 46.2 µM), without a hit: top-dose activity change, negative = growth inhibition, actives largely listed as inhibitors; DT40 Tdp1-/- hTDP1 cells, no CPT, ATP luminescence, 48 h; 420,000 compounds, 15% hits; note: nearly all actives have a fitted effect of over 55% in size
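Luminescent ATP content (CellTiter-Glo) served as the growth readout. Knockout chicken DT40 cells expressing human TDP1 were exposed to compounds without camptothecin for a minimum 48 hr at 37 °C.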
N370S GC mod: N370S glucocerebrosidase modulation, Gaucher chaperone candidate | N370S GC spleen homogenate, 4MU-glucoside fluorescence | Potency, µM (titrated, usually from 59.4 µM), for inactives: at the top dose activity change, negative = inhibition, hits mostly inhibitors | 330,000 compounds, 0.092% hits;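 note: 0% = full enzyme activity and -100% = no enzyme basal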
Numbers without * were called inactive; ? = inconclusive; . = not tested or not shown; & = joins results of further samples; ! = a repeat was not active; [ ] = remark or other dose. Calls come from the whole dose curve; as a rule, active = well fitted curve in the direction sought with a large enough effect; inconclusive = small, poorly fitted or top-dose-only effect, or another doubt; inactive = no such curve, though single readings can be large; an effect the other way counts as inactive or inconclusive. Unless noted, % is set by controls: 0 for no effect and ±100 for the full control effect; potency is the fitted concentration of half-maximal effect.

SMILES	TDP1 inh	TDP1 cell noCPT	N370S GC mod
Cc1ccccc1NC(=O)NCCCN1CCCC1=O	2%[56.1 µM]	11%	-1%
O=C(NCCCN1CCOCC1)c1cccs1	8%	-9%	13%
CC(C)CNC(=S)NNC(=O)c1ccc(OC(F)F)cc1	5%	-23%	2%
CN1C(=O)[C@H]2[C@@H](/C=C/c3ccccc3)N3C(=O)CN(CC4CC4)C(=O)[C@@]3(C)[C@H]2C1=O	.	-8%	-4%
COc1ccc(C=O)cc1Cn1c(=O)n(CCC(=O)NCc2ccco2)c(=O)c2sccc21	-6%	-24%	1%
Cc1cc(C)n(C(=O)COc2ccccc2C)n1	2%[56.1 µM]	-19%	15%
Clc1ccccc1Cn1nnc2c(N3CCOCC3)nc(C3CC3)nc21	1%	?	4%
COc1cc(OC)c(NC(=O)Nc2nnc(N(C)C3CCCCC3)s2)cc1Cl	0%	8.2µM*	.
CCc1ncc(C)[nH]1	.	3%	4%
COC(=O)COc1ccc(S(=O)(=O)Nc2ccc(NC(C)=O)cc2)cc1	-7%	-5%	2%
CC(C)N(CCc1ccncc1)C(=S)Nc1cccc(Cl)c1	0%	-27%	6%
C=CCCN(C1CCCC1)S(=O)(=O)c1ccccc1Br	.	-34%	?
COc1ccc(C(=O)N2CCC[C@@]3(CCN(Cc4nccs4)C3)C2)cc1	.	-14%	7%
Cc1ccc(-n2nnnc2SC(C)C(N)=O)c(C)c1 (stereo not given)	0%	-16%	-3%
Cc1ccc(S(=O)(=O)N(C)c2ccc(OCc3cccc(C)c3)cc2)cc1	0%	18µM*	10%
Cc1ccc(SC[C@H](c2ccccc2)N2CCN(CCc3ccccc3)CCC2=O)cc1	7%	21µM*	?
CN1CCC(=C(c2ccc(Cl)cc2)c2ccccn2)CC1	.	?	-5%
Cn1c2ccccc2c(=O)c2c(=O)n(-c3ccccc3)c(C3CCCCC3)nc21	2%	?	14%
COc1cc2cc(C(c3nnnn3C(C)(C)C)N3CCC(C)CC3)c(=O)[nH]c2cc1OC (stereo not given)	-2%	9%	4%
C/C(=N\NC(=O)c1ccccc1)c1cccc(Br)c1	4%	-18%	4%
CCc1ccc(CNC(=O)Cn2nc(C)c3c(C)n(-c4ccc(C)cc4)nc3c2=O)cc1	0%	?	.
Nc1c(C(=O)NCC2CCCO2)sc2nc3c(c(-c4ccco4)c12)CC/C3=C\c1ccco1 (stereo not given)	?	26µM*	-5%
O=C(Nc1cc(C(F)(F)F)ccc1N1CCOCC1)c1ccco1	-1%	-5%	-3%
CCOCCCn1c(=S)[nH]c2cc(C(=O)NC3CCCC(C)C3C)ccc2c1=O (stereo not given)	0%	0%	-15%
Nc1nc(N)c2sc3nc4c(cc3c2n1)CCC4	-3%	?	1%
COc1cc(C2=NOC(C(=O)Nc3ccc(C(C)=O)cc3)C2)cc(OC)c1OC (stereo not given)	1%	-5%	2%
Fc1ccc(C(c2nnnn2C2CCCC2)N2CCc3ccccc32)cc1 (stereo not given)	3%	23µM*	18%
CCOC(=O)C1=C(C)NC(SCC(=O)OC)=C(C#N)C1c1ccc(C(=O)OC)cc1 (stereo not given)	0%	23µM*!	-7%
Cc1ccc2cc(NC(=O)c3ccccc3C)ccc2n1	.	1%	-12%
COc1ccccc1C(=O)N1C(CC(=O)Nc2ccccc2C)C(=O)NC2CCCCC21 (stereo not given)	2%	8%	-5%
CCOC(=O)/C(C#N)=c1/s/c(=C2\C=Cc3ccccc3N2CC)c(=O)n1CC	4%	-20%	-19%
COc1ccc(-c2cc(C(F)(F)F)nc(SCC(=O)NCCc3ccccc3)n2)cc1	2%	?	.
Cc1ccc(NC(=O)CN(C)S(=O)(=O)c2cccs2)cc1F	4%	?	14%
CCOC(=O)C1=CC[C@@H](c2cccc(C)c2)N(S(=O)(=O)c2ccc(C)cc2)[C@H]1C(=O)OCC	-1%	16µM*	.
O=C(NCCc1ccccn1)/C(=C/c1ccco1)NC(=O)c1ccccc1	3%	12%	13%
Cc1ccc(-c2nc3c(c(SCC(=O)N(C)c4ccccc4)n2)Cc2c(CO)cnc(C)c2O3)cc1	8%	?	.
CCN(Cc1ccccc1)C(=O)c1cccc(S(=O)(=O)N2CCN(Cc3ccccc3)CC2)c1	.	26µM*	-3%
Cc1ccc(S(=O)(=O)N(C)C)cc1NC(=O)CN1CCN(Cc2ccccc2)CC1	3%	-2%	-13%
C/C(CC(=O)Nc1ccccn1)=N\NC(=O)c1ccncc1	7%	.	-5%
CCCOc1ccccc1C(=O)N(Cc1ccco1)C1CCS(=O)(=O)C1 (stereo not given)	7%	18µM*	-1%
O=C(Nc1ccccc1)N1CCCN(Cc2c(F)cccc2Cl)CC1	3%	-7%	-20%
CCCCCn1c(NCc2ccc(OC)cc2)nc2ccccc21	3%	23µM*	.
CCn1c(SCC(=O)OC)nc2sc3c(c2c1=O)CC(C)(C)OC3	6%	?	2%
CCn1cc([N+](=O)[O-])c(C(=O)Nc2nc(-c3ccc(C)c(C)c3)c(C)s2)n1	4%	-24%	3%
Cc1cccc(NC(=O)c2cc(S(=O)(=O)N3CCC4(CC3)OCCO4)ccc2F)c1	1%&10%	?	-6%
Cc1cccc(C)c1NC(=O)CN(C)C(C)C(=O)Nc1ccccc1-c1ccccc1 (stereo not given)	3%	-23%	-10%
Cn1cc(C(=O)N/N=C/c2ccc3c(c2)OCO3)c2ccccc21	7%	5.2µM*	-4%
Cc1ncc([N+](=O)[O-])n1CC(=O)Nc1ccc(F)c(Cl)c1	.	-16%	8%
CC(C)(C)NC(=O)C(c1ccccc1F)N(Cc1ccco1)C(=O)c1csnn1 (stereo not given)	4%	?	1%
Cc1ccccc1-c1ccc2ncnc(-n3ccnc3)c2c1	.	21µM*	27%
O=S(=O)(NNc1cccc(Cl)n1)c1ccc(Cl)cc1	1%	-2%	1%
Oc1[nH]c2ccccc2c1N=NC(=S)N1CCOCC1	8%	1.5µM*	-6%
CC1Cc2cc(/C(O)=C3/C(=O)C(=O)N(CCCN4CCOCC4)C3c3ccc(C(C)C)cc3)ccc2O1 (stereo not given)	4%	14%	-13%
CCOC(=O)C1(Cc2cccc(OC)c2)CCN(Cc2cccc3c2OCO3)CC1	-11%	18µM*	-10%
Cc1ccc2cccc(OCC(=O)Nc3cccc(S(=O)(=O)N4CCCC4)c3)c2n1	2%	16µM*	.
COc1cc(C(=O)NCCc2ncccc2C)ccc1OC1CCN(C(C)=O)CC1	3%	24%	-29%
Cc1nc2c(c(-c3ccccc3)c1C#N)C(=O)c1ccccc1-2	6%	-1%	13%
COc1ccc(N2C(=O)[C@@H]3C(c4cccnc4)=NO[C@@H]3C2=O)cc1	.	?	1%
COCCCn1c2nc3ccccc3nc2c2c(=O)n(-c3ccccc3OC)c(C)nc21	2%	.	5%
COc1cccc([C@@H]2Oc3ccc(OC)cc3C[C@H]2OC(=O)N[C@H](C)C2CCCCC2)c1	4%	.	-8%

The list goes on.
SMILES	TDP1 inh	TDP1 cell noCPT	N370S GC mod
CC(=O)Nc1c(C(=O)Nc2cccc(C)c2)nnn1-c1ccc(C)cc1	3%	?	.
Clc1ccc(OCc2nc(-c3ccc(-n4cccc4)cc3)no2)cc1	1%	-5%	.
COc1ccc(-n2c(Cn3nc(C(F)(F)F)cc3C)n[nH]c2=S)cc1	8%	11%	17%
CC(C)=C1C2CCC1C1C(=O)N(c3nccs3)C(=O)C21 (stereo not given)	6%	14%	-1%
CC(Oc1cccnc1[N+](=O)[O-])C(=O)Nc1ccc(F)cc1 (stereo not given)	0%[56.1 µM]	-2%	.
O=C(Nc1ccc(Cl)cc1)Nc1ccc(Oc2cccnc2)nc1	-4%	?	10%
O=C(Nc1cccc(C(=O)O)c1)/C(=C\c1ccc2c(c1)OCO2)NC(=O)c1ccco1	-4%	-1%	-2%
C=CCn1c(SCC(=O)c2ccc(OC)cc2)nnc1-c1ccc2c(c1)OCO2	-1%	-29%	0%
CC1CC(C)CN(S(=O)(=O)c2ccc3c(c2)CC(C)N3C(=O)C2CCC2)C1 (stereo not given)	0%	15µM*	4%
N=c1n(Cc2ccccc2)c2ccccc2n1Cc1ccccc1	-10%	21µM*	-13%
COc1ccccc1N(CC(=O)NC1CCCC1)C(=O)CNC(=O)c1cccs1	-2%[0.0935 µM]	-12%	?
O=C(NNc1ccccc1[N+](=O)[O-])Nc1ccc(F)cc1F	.	?	4%
COc1ccc(N(CCCN2C(=O)c3cccc4cccc(c34)C2=O)C(=O)c2ccncc2)cc1	6%	?	-8%
COc1cc(N)c(Cc2nccc3cc(OC)c(OC)cc23)cc1OC	9%	?	-7%
COc1ccc(COC(=O)CNC(=O)C2CCCCC2)cc1F	-2%	-8%	.
Cc1ccnc(NC(=O)CCCNC(=O)c2ccc(Cl)cc2)c1	2%[0.505 µM]	1%	3%
CC(=O)c1cccc(NC(=O)C(C)OC(=O)CNC(=O)c2ccc(C)s2)c1 (stereo not given)	-6%	-7%	14%
CN(C)c1ccc(/C=N/N2C(=O)c3ccccc3C2=O)cc1	.	20%	17%
Cc1ccccc1Cn1ccc(NC(=O)c2nn(C)cc2[N+](=O)[O-])n1	7%	-19%	-1%
CCOc1ncccc1C(=O)Nc1cc(S(=O)(=O)N2CCCCCC2)ccc1OC	-1%	8%	5%
COc1ccc(CN2C(=O)CCC2(C)C(=O)NCc2cccnc2)c(OC)c1 (stereo not given)	4%	0%	1%
Cc1ccnc(SCc2cc(=O)c(OC(=O)c3ccco3)co2)n1	-8%	-1%	-5%
N#Cc1c(Cl)nsc1NC(=O)c1ccccc1	-4%	8.2µM*	0%
O=C(Nc1ccccc1)Nc1nc2ccccc2s1	2%	-3%	3%

A draw from above in order of heavy-atom count, smallest number first:
SMILES	TDP1 inh	TDP1 cell noCPT	N370S GC mod
Cc1ccc2cc(NC(=O)c3ccccc3C)ccc2n1	.	1%	-12%
CN(C)c1ccc(/C=N/N2C(=O)c3ccccc3C2=O)cc1	.	20%	17%
CCCCCn1c(NCc2ccc(OC)cc2)nc2ccccc21	3%	23µM*	.
O=C(Nc1ccccc1)N1CCCN(Cc2c(F)cccc2Cl)CC1	3%	-7%	-20%
COC(=O)COc1ccc(S(=O)(=O)Nc2ccc(NC(C)=O)cc2)cc1	-7%	-5%	2%
Fc1ccc(C(c2nnnn2C2CCCC2)N2CCc3ccccc32)cc1 (stereo not given)	3%	23µM*	18%
COc1cc(OC)c(NC(=O)Nc2nnc(N(C)C3CCCCC3)s2)cc1Cl	0%	8.2µM*	.
CC(C)(C)NC(=O)C(c1ccccc1F)N(Cc1ccco1)C(=O)c1csnn1 (stereo not given)	4%	?	1%
CCOC(=O)C1=C(C)NC(SCC(=O)OC)=C(C#N)C1c1ccc(C(=O)OC)cc1 (stereo not given)	0%	23µM*!	-7%
COc1ccc(-c2cc(C(F)(F)F)nc(SCC(=O)NCCc3ccccc3)n2)cc1	2%	?	.
COCCCn1c2nc3ccccc3nc2c2c(=O)n(-c3ccccc3OC)c(C)nc21	2%	.	5%
CC1Cc2cc(/C(O)=C3/C(=O)C(=O)N(CCCN4CCOCC4)C3c3ccc(C(C)C)cc3)ccc2O1 (stereo not given)	4%	14%	-13%

Remaining list, next part
SMILES	TDP1 inh	TDP1 cell noCPT	N370S GC mod
CC1(C)NC(=O)N(CC(O)COc2cccc(F)c2)C1=O (stereo not given)	3%	-3%	-3%
Cc1nc(NCc2ccccn2)c2ccccc2n1	1%	10µM*	2%
COc1ccc(F)cc1C(=O)C1CCCN(Cc2ccc(Sc3nncn3C)o2)C1 (stereo not given)	5%	12%	-1%
O=S(=O)(c1ccc(Cl)c(F)c1)N1CCC(c2nc(-c3ccncc3)no2)CC1	4%	?	4%
COc1ccccc1[C@@]1(C)ON(c2ccccc2C(F)(F)F)C1=O	-19%	?	.
Cc1ccc(OCC(=O)N2CCOCC2)c([N+](=O)[O-])n1	4%	0%	-5%
Cn1ncc(Br)c1NC(=O)c1cc(Cl)cc(Cl)c1	.	-24%	-27%
O=C(O)CCC(=O)NNC(=O)c1ccc(Br)cc1	3%	0%	2%
CCOc1cc(S(=O)(=O)NCCc2ccc(OC)c(OC)c2)c(OCC)cc1-n1cnnn1	-3%	5%	12%
COCC1CCN(C(=O)c2cc(COc3ccc(-n4cncn4)cc3)on2)C1 (stereo not given)	1%	-14%	-2%
O=C1COc2ccc(C(=O)COC(=O)Cn3cnc4ccccc43)cc2N1	4%	-1%	7%

High-throughput results deposited in PubChem BioAssay by National Center for Advancing Translational Sciences (NCATS).

These rows are one share of the data; count on the stated rates, not on these rows.
